Mot1-301 SUMO – yeast Mot1-301 growth rescue at high temperature, primary screen, SUMOylation pathway inhibitor project, S. cerevisiae, ATP luminescence, 38.5C; growth rescue, % at 18.8 µM; S. cerevisiae Mot1-301 growth rescue; percent above DMSO median, 100 means doubled; 1% of 320,000 active; AID 2716, 2010;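 active = every valid replicate shows activation above 250% relative to neutral control wells; inactive = the rest, any valid replicate at or below 250%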;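 note: OY570 slx delta 5 strain wells were the positive control but not used for scaling; some compounds called inactive have numbers as strong as hits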
Tat transport – E. coli Tat export inhibitors, primary screen, MC4100, TorA-mCherry reporter, fluorescence, single point | inhibition, % at 10 µM | 0.036% of 340,000 active | AID 488895, 2010;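 active = mean replicate inhibition at least 50% and at least half of replicates individually reaching 50%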;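 note: exported cargo escapes ClpAP degradation while cytoplasmic cargo is degraded and loses fluorescence; 0% = median of neutral control wells and 100% = median of NaSCN control wells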
phage Ecoli inh – growth loss of phage-infected E. coli, primary screen, RecBCD inhibitor project, absorbance, with phage, HTS | inhibition, % at 11.9 µM | 0.26% of 360,000 active; in the data active = inhibition above about 11%
PKA-R1A act – activators of PKA-R1A holoenzyme, primary screen, biochemical, fluorescence polarization, Cy5-IP20, bovine R1A, mouse PKAc; cAMP-dependent protein kinase type I-alpha regulatory subunit (Bos taurus) + …; PKA-R1A dissociation; scaled: DMSO 0%, 113 µM cGMP 100%; activation, % at 11.4 µM; 0.083% of 340,000 active; AID 504707, 2011;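 active = percent activation above the mean of all tested compounds plus 3 SD, cut at about 19% in these data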;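 note: higher means more PKAc released from R1A so a rise in polarization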
DSG3 Ab inh – inhibitors of pemphigus antibody binding to DSG3, primary screen, biochemical, bead-based, flow cytometry, scFv-GFP; Desmoglein-3 (Homo sapiens), P32926; DSG3-coupled beads, scFv-anti-DSG3-GFP binding; hits give low values; binding (percent of control), % at 10 µM; 0.48% of 310,000 active;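 active = binding more than 3 SD below its plate's average and above zero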;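 note: hits lower antibody fragment binding to DSG3; some compounds called inactive have numbers as strong as hits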
Target sequence (P32926 whole entry, looked up, the tested form may be a part): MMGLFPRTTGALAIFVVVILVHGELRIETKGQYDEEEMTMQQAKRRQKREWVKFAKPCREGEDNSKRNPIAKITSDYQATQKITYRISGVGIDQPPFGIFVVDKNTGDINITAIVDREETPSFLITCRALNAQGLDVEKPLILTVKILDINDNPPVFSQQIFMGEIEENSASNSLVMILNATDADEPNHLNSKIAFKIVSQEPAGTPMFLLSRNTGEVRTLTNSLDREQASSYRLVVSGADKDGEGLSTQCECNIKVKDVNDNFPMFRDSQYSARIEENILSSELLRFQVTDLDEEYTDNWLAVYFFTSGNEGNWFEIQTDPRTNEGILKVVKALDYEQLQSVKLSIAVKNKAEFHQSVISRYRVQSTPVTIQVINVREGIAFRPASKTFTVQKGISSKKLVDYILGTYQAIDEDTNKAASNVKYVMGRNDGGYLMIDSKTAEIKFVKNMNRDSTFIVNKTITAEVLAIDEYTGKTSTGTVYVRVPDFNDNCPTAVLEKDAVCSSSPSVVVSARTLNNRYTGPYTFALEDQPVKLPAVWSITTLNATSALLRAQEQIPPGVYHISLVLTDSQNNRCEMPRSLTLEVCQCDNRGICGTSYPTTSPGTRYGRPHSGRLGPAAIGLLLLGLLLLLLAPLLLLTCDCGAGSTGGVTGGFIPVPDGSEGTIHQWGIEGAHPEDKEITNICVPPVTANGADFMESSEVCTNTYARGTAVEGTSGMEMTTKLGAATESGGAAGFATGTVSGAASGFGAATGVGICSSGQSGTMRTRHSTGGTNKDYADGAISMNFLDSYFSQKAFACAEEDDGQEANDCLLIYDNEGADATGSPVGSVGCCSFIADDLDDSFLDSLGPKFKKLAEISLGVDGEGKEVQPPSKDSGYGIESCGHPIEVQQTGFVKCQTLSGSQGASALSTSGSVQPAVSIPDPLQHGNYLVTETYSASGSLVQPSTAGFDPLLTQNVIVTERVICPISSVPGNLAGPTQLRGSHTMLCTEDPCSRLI
AddAB inh – growth inhibition of E. coli expressing H. pylori AddAB, primary screen, AddAB inhibitor project, absorbance | inhibition, % at 11.9 µM | 0.29% of 330,000 active; in the data active = inhibition above about 12%;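 note: 0% = vehicle wells of infected cells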
PfHsp90 yeast 2 – growth inhibition of PfHsp90-expressing yeast, primary screen, antimalarial PfHsp90 inhibitor project, S. cerevisiae, BacTiter-Glo luminescence, single point, set 2. BacTiter-Glo ATP, 48 h; yeast lacking PDR1 and PDR3 efflux regulators. inhibition, % at 9.4 µM. 0.32% of 310,000 active. AID 504621, 2011;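 active = every replicate shows inhibition above about 80%, whatever the replicate mean, limit read from the data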;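 note: 0% = DMSO neutral controls and 100% = 20 µM radicicol positive controls; yeast relying on Plasmodium falciparum Hsp90 in place of its own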
Ecoli viability – E. coli V3065 growth inhibition, primary screen, counter-screen for AddAB inhibitor project, absorbance, OD600. 18 h. inhibition, % at 11.9 µM. 0.27% of 330,000 active;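 active = inhibition above the campaign's mean inhibition across all tested compounds plus 3 SD, cut at about 9.9% in these data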;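 note: uninfected addAB+ strain grown without phage in ampicillin broth; 0% = DMSO wells and 100% = ciprofloxacin 0.95 µg/ml wells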
Arr AP2 block – inhibitors of beta-arrestin/AP2 binding, primary screen, biochemical, GPCR trafficking, flow cytometry | FITC-arrestin peptide / GST-AP2 beads; AP2 beta2 appendage carries R879A mutation | inhibition, % at 10 µM | 0.31% of 340,000 active;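 active = inhibition above a set limit, near 3 SD of compounds lacking own fluorescence, cut at about 54% in these data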;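 note: plate controls were DMSO wells for no effect and 5 µM unlabelled arrestin peptide for full effect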
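test system = AP2 appendage R879A on GSH beads | buffer or medium = PBS plus Tween 20 (0.05%) and BSA (0.1%) | incubation = 12 min plus 1 h, RT | detection = bead flow cytometry, FITC channel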
MOR-DOR inv ag – inverse agonists of MOR-DOR heterodimerization, primary screen, cell-based, luminescence; inhibition, % at 9.3 µM; 0.21% of 340,000 active; Mu-type opioid receptor (Homo sapiens) + Delta-type opioid receptor (Homo sapiens), …; AID 504357, 2011; cell-based MOR-DOR heterodimer luminescence, inverse agonism; in the data active = inhibition above about 22%, passing the limit was not always enough;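 note: 0% = cells with DMSO and 100% = wells without cells with DMSO; values of inactives mirror those of a sister screen read the other way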
OPRM1-OPRD1 ag – agonists of OPRM1-OPRD1 heterodimerization, primary screen, cell-based, luminescence. cells. activation, % at 9.3 µM. 0.3% of 340,000 active. AID 504326, 2011; in the data active = activation above about 18%;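 note: 0% = vehicle-treated cells and 100% = reference agonist; values of inactives mirror those of a sister screen read the other way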
Starred values were filed as active, the others as inactive; i = inactive; nt = no result given.

SMILES	Mot1-301 SUMO	Tat transport	phage Ecoli inh	PKA-R1A act	DSG3 Ab inh	AddAB inh	PfHsp90 yeast 2	Ecoli viability	Arr AP2 block	MOR-DOR inv ag	OPRM1-OPRD1 ag
CCOc1c2ccccc2nn1CCOC	-8	-3	2.1	-5	103	4.6	8	2.5	5	-3	0.6
S=c1[nH]nc(-c2ccc(Cl)cc2)n1/N=C/c1cccs1	-4	6	5.6	nt	95	2.1	-46	2.1	-7	nt	nt
Cc1nnc(NC(=O)c2ccccc2NC(=O)c2ccccc2)s1	-22	4	2.4	-12	103	2.2	10	2.2	-13	11	-2.2
CCN(C(=O)COC(=O)c1cc(-c2cccc3ccccc23)nc2ccccc12)C1CCS(=O)(=O)C1 (stereo unspecified)	1	1	-2.4	0	98	-0.2	12	-0.2	26	15	-2.9
CCOc1ccc(C2CC(c3ccccc3C)n3ncnc3N2)cc1 (stereo unspecified)	79	0	0.1	-2	108	4.3	nt	-2.6	4	9	-1.8
COc1ccccc1C(=O)Nc1nc2nc(-c3ccccc3)cc(=O)n2[nH]1	18	2	1.8	-10	98	2.1	12	0.6	-2	11	-1.8
Cc1nccn1C[C@@H]1CCc2c(c3ccccc3n2C)C1=O	41	3	2.9	-15	nt	-3.0	6	-3.2	-2	8	-1.5
CCC(=O)Nc1c(C(=O)Nc2cccc(OC)c2)oc2ccccc12	2	0	2.9	3	95	3.2	nt	-0.7	-3	12	-2.3
COC(=O)c1cc(=O)cc(C(=O)OC)o1	247	-21	2.0	2	nt	3.8	17	-1.6	9	12	-2.0
N#CCc1ccc(OC(=O)c2cnccc2C(F)(F)F)cc1	-7	-2	3.4	-4	94	1.3	36	0.7	-8	11	-2.5
CC(C)(C)OC(=O)C[C@H]1C/C=C\C[C@H](CC(=O)N[C@H](CO)Cc2ccccc2)C(=O)N[C@H](Cc2ccccc2)COC1=O	9	2	1.3	-8	103	0.2	-9	-7.2	5	8	-1.8
CCC(=O)Nc1ccc(C(=O)Nc2cccnc2)cc1	-11	5	2.7	-10	100	1.5	nt	5.6	1	3	-0.5
Cc1cc(C)nc(Nc2ncc(O)n2-c2ccc(Br)cc2)n1	-6	-3	4.0	-6	100	3.6	-18	-1.0	-10	7	-1.3
O=C(COc1ccc2ccc(=O)oc2c1)Nc1ccc(CN2CCOCC2)cc1	-10	2	3.0	-10	98	-0.5	-10	-0.1	-1	6	-1.1
O=c1[nH]c2ccc(S(=O)(=O)NCc3ccccc3)cc2[nH]1	-2	-3	4.0	-1	80	1.2	9	-1.3	3	14	-2.7
O=C(Nc1ccc(F)cc1F)N1CCCN(CCOc2ccccc2)CC1	8	3	1.0	nt	101	2.8	9	0.2	3	nt	nt
O=C(c1ccco1)N1CCN(/C(=N/S(=O)(=O)c2cccs2)c2ccccc2Cl)CC1	-17	3	3.2	-16	101	-0.5	-8	0.1	-4	18	-3.1
O=C(Nc1ccc2nc(SCc3ccc(Cl)cc3)sc2c1)c1ccccc1C(=O)N1CCOCC1	2	6	1.0	-7	99	-0.2	-14	-2.2	-4	-32	6.6
C=CCc1cc(C)ccc1OCCCn1ccnc1	82	-11	-5.0	-7	112	-2.4	6	-3.2	2	15	-3.0
Cc1nc(SCC(=O)N2CCN(c3ccccc3)CC2)c2oc3ccccc3c2n1	-3	13	1.2	-10	nt	-0.4	-23	0.9	-1	5	-1.2

Reprinted from the part before: 3 compounds, followed by the next part.
SMILES	Mot1-301 SUMO	Tat transport	phage Ecoli inh	PKA-R1A act	DSG3 Ab inh	AddAB inh	PfHsp90 yeast 2	Ecoli viability	Arr AP2 block	MOR-DOR inv ag	OPRM1-OPRD1 ag
O=C(Nc1ccc2nc(SCc3ccc(Cl)cc3)sc2c1)c1ccccc1C(=O)N1CCOCC1	2	6	1.0	-7	99	-0.2	-14	-2.2	-4	-32	6.6
C=CCc1cc(C)ccc1OCCCn1ccnc1	82	-11	-5.0	-7	112	-2.4	6	-3.2	2	15	-3.0
Cc1nc(SCC(=O)N2CCN(c3ccccc3)CC2)c2oc3ccccc3c2n1	-3	13	1.2	-10	nt	-0.4	-23	0.9	-1	5	-1.2
Cc1ccc(S(=O)(=O)CC(=O)N2CCN(c3ccccc3F)CC2)cc1	2	-2	1.6	5	nt	4.4	4	-0.2	45	8	-1.4
Cc1ccc(Nc2nc3ccccc3s2)c(C)c1	18	10	3.7	-17	79	-1.7	-15	-2.7	-6	-20	4.2
COc1cccc(N2CC(C(=O)Nc3nnc(SCc4cccnc4)s3)CC2=O)c1 (stereo unspecified)	-5	13	2.1	-2	102	-0.3	19	1.4	-4	2	-0.3
CC(=O)c1cccc(Nc2nc3ccccc3n3cnnc23)c1	5	-6	2.3	-3	88	0.6	16	0.9	6	-10	1.8
COc1nnc(-c2ccc(N3CCOCC3)c(NC(=O)c3ccccc3)c2)c2ccccc12	12	3	1.5	3	100	4.1	31	0.8	10	-3	0.7
Cc1oc(-c2cccc(Cl)c2)nc1CSc1nc2c(c(=O)[nH]1)CCC2	7	3	nt	1	97	-0.2	-39	0.4	13	4	-0.8
CN(C(=O)COC(=O)CSc1ccc(C(N)=O)cc1[N+](=O)[O-])C1CCS(=O)(=O)C1 (stereo unspecified)	-4	-2	4.0	-2	93	1.9	nt	-0.4	28	16	-3.1
COc1ccc2c(-c3cnc(N4CCOCC4)nc3)c(-c3ccc(S(C)(=O)=O)cc3)sc2c1	-4	3	2.4	-4	100	0.9	-25	0.2	-2	15	-3.2
COc1cccc(C2CC(C(F)(F)F)n3nc(C(=O)NCc4cccnc4)cc3N2)c1 (stereo unspecified)	-4	8	0.6	8	104	-0.7	-34	0.6	0	7	-1.2
O=C(OCC#CCSc1nnc(-c2cccc3ccccc23)o1)c1ccco1	-7	3	2.3	-16	121	0.3	nt	0.6	-1	-1	0.2
CCC1Oc2ccccc2N(CC(=O)NCc2cccs2)C1=O (stereo unspecified)	3	-4	2.6	-5	98	-1.9	-1	-1.8	10	10	-1.8
CCc1nnc(NC(=O)Cc2cc(OC)c(OC)c(OC)c2)s1	3	-3	1.0	13	105	1.8	4	0.2	71*	0	0.0
CC[N+]1(CC)CC2CCC(C)(C1)C2(C)C (stereo unspecified)	10	8	3.4	-19	114	3.2	-4	0.8	-29	18	-3.6
COc1cccc(NC(=O)Cn2c3ccccc3c3nc4n(c(=O)c32)CCS4)c1	2	10	0.5	3	103	5.7	-3	0.8	-3	-7	1.4
COc1ccc(OC)c(NC(=O)C2=C(C)Nc3ncnn3C2c2cccs2)c1 (stereo unspecified)	13	-7	-0.3	-7	104	0.2	10	-1.6	4	15	-2.6
COc1ccccc1NC(=O)Cc1noc(CSc2cccc[n+]2[O-])n1	-9	0	2.2	-1	nt	4.4	21	0.5	-1	8	-2.0
O=C(CCc1c[nH]c2ccccc12)NCc1cccc(Cl)c1	-6	-3	2.2	9	nt	5.2	-7	-2.3	9	10	-1.9
Cc1nonc1CN(C)C(=O)CC1C(=O)NCCN1Cc1c(F)cccc1Cl (stereo unspecified)	-8	3	4.4	-10	102	1.3	9	-1.4	-12	6	-1.2
CCN(CC)S(=O)(=O)c1cccc(NC(=O)COC(=O)/C=C/c2ccco2)c1	0	-10	4.3	-7	107	2.8	-5	0.0	3	18	-3.4
CC(=O)Oc1ccc(/C=C2/CCc3ccccc3C2=O)cc1	-35	6	5.0	-6	109	7.6	-8	4.0	-3	14	-2.7
CCN(CC(=O)Nc1ccccc1C(F)(F)F)C(=O)c1oc2ccc(OC)cc2c1C	55	4	1.2	-8	96	7.1	-19	0.6	20	4	-0.7
CCOC(=O)N/N=C/c1cc(OC)c(O)c(OC)c1	65	-10	4.3	0	106	-0.3	13	1.3	26	5	-0.9
CN(C)c1ccnc2sc(C(N)=O)c(N)c12	-4	-8	-2.6	6	127	3.4	-7	0.9	6	10	-2.2
Cn1c2ccc(F)cc2c2nnc(SCC(=O)Nc3cccc(O)c3)nc21	5	-7	-1.8	2	106	2.0	5	-1.7	-3	3	-0.7
O=C(CN1CCCc2ccccc21)NC(=O)NCc1ccccc1	0	11	0.6	-8	107	0.2	-3	3.1	-13	10	-1.9
Cc1cc(C(=O)N(C)CC(=O)Nc2cccc(F)c2)no1	104	-18	2.3	0	93	2.7	12	-1.3	15	-3	0.5
CC(C)CCn1c(=O)c2sccc2n2c(CCCC(=O)N3CCN(c4ccccn4)CC3)nnc12	-35	6	-0.5	-1	101	2.1	-5	-0.6	-13	15	-2.9
COCCCn1c(SCC(=O)Nc2ccc(NC(=O)c3ccco3)c(OC)c2)nc2ccccc2c1=O	-24	-8	-0.2	2	101	2.7	-9	2.4	23	-2	0.3
Cc1cc(C(=O)Cn2cc(C(F)(F)F)ccc2=O)c(C)n1-c1ccccc1	-13	3	4.6	-16	93	0.0	-6	1.5	4	-4	0.6
Cc1ccc(S(=O)(=O)NC(=O)Nn2c(C)nnc2C)cc1	141	-8	1.8	-2	87	0.8	8	-2.0	-10	13	-2.3
CSc1ccccc1OCc1cc(C(=O)NC(C)c2cnn(C)c2)no1 (stereo unspecified)	8	0	-0.5	-7	93	-1.0	-6	-1.3	28	20	-3.6
COc1cc2c(cc1OC)C(c1cc3ccccc3oc1=O)=NC(C)(C)C2	-6	6	-0.5	-4	111	0.2	-4	0.7	3	12	-2.2
CCOc1cccc(CN2CCC(N3CCC(C(=O)NCC4CCCO4)CC3)CC2)c1 (stereo unspecified)	-10	-2	-3.2	6	86	-1.1	13	-0.6	9	9	-1.7
Clc1ccc(C=Cc2ccccn2)cc1	nt	8	2.1	-5	93	nt	nt	nt	41	3	-0.5
CC(=O)c1cccc(NC(=O)CSc2ccc(-c3sc(C)nc3C)nn2)c1	-9	-6	-0.1	5	108	2.0	8	0.2	-11	8	-1.6
Cc1nc2cc(Cl)ccc2n1CCO	-11	-1	4.4	-1	98	0.7	-35	1.3	5	4	-0.8
CN(C)C(=S)Nc1cccc(C(F)(F)F)c1	3	5	2.0	1	95	1.4	-1	-2.0	41	20	-3.9
CN(C)C(CNC(=O)Nc1cccc(Cl)c1)c1cccnc1 (stereo unspecified)	-4	-1	2.0	-6	106	1.5	65	0.4	-7	i	202*
COc1ccc(-c2noc(C3CCCN(C(=O)c4cccc(C)c4)C3)n2)cc1 (stereo unspecified)	0	4	0.9	2	108	1.5	9	2.2	-6	13	-2.5

Screening results deposited in PubChem by several laboratories.
